KB-V1 cytotox – KB-V1 MDR subline cytotoxicity | KB-V1 MDR cells viability, CellTiter-Glo, 72 h | Potency, µM (series often up to 46.1 µM), for inactives: at the highest dose activity change, negative = cytotoxicity, hits mostly cytotoxic | hit rate 3.4% among 400,000; note: potency is the fitted concentration of half-maximal effect; % is set by controls: 0 for no effect and ±100 for the full control effect; nearly all actives have a fitted effect of over 60% in size
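qHTS viability screen in drug-selected KB-V1 MDR cells: 72 h compound treatment at 37 degrees C, ATP luminescence end point.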
MCF10A rerep – DNA re-replication induction in MCF 10a cells; MCF 10A DNA re-replication, Hoechst nuclear intensity, 48 h; Potency, µM (series often up to 46.1 µM), for inactives: top-dose activity, positive = re-replication, most hits filed as activators; hit rate 2.9% among 350,000; AID 624296; note: potency is the fitted concentration of half-maximal effect; % of control where 0% means no effect; nearly all actives have a fitted effect of over 50% in size
WRN inhibitor – WRN helicase (human) inhibition. Q14191. WRN helicase unwinding, fluorescent forked duplex, kinetic. Potency, µM (series often up to 114 µM), inactives show at the highest dose activity change, negative = inhibition, usual class: inhibitors. hit rate 0.46% among 360,000. AID 651768; note: potency is the fitted concentration of half-maximal effect; % is set by controls: 0 for no effect and ±100 for the full control effect; nearly all actives have a fitted effect of over 55% in size
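WRN at 20 nM final preincubated with compound 15 min at room temperature; reaction started with 100 nM fluorophore/quencher forked duplex oligonucleotide and 2 mM ATP final. Unwinding followed kinetically by red fluorescence (ex 525, em 598 nm).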
HT1080 IDH1KD tx – kills HT-1080 cells with IDH1 knockdown. HT-1080 IDH1 knockdown viability, ATP luminescence, 48 h. Potency, µM (top dose mostly 46.1 µM), without a hit: top-dose activity, negative = toxicity, hits mostly cytotoxic. hit rate 2% among 360,000. AID 686971;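 note: potency is the fitted concentration of half-maximal effect; 0% = DMSO wells and -100% = cell-free medium wells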
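IDH1KD HT-1080 cells, 750/well, RPMI + 5% FBS; compound pinned after 2 h settling; 48 h, 37 °C; CellTiter-Glo luminescence; % activity normalised to DMSO and no-cell wells; curves fitted, classed by r2 and efficacy.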
SW480 rereplic – DNA re-replication induction in SW480 cells; hit rate 1.8% among 340,000; Potency, µM (titrated, usually from 46.1 µM), for the others: at the top dose re-replication activation, actives largely listed as activators; SW480 DNA re-replication, Hoechst DNA content imaging, 48 h; AID 624297; note: potency is the fitted concentration of half-maximal effect; % of control where 0% means no effect; nearly all actives have a fitted effect of over 55% in size
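First, 250 cells per well were seeded. Next, compound or vehicle (23 nL) was pinned in, plates sat 48 hr at 37 C. Finally Hoechst was added for 40 min before fluorescence scanning.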
IL1B secr inh – inflammasome signaling inhibition, IL-1 beta readout; THP-1 LPS/ATP IL-1B secretion, AlphaLISA, 16 h; active compounds read low; activity change, % at 57.5 µM; hit rate 4.7% among 360,000; in the data active = activity change below about -50%; inconclusive = mostly about -30% to -49%; note: % is set by controls: 0 for no effect and ±100 for the full control effect
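THP-1 cells pretreated 1 hr with compounds (up to 57.5 uM final), then stimulated with LPS (250 ng/mL final) plus ATP (1.25 mM final); secreted IL-1B measured by AlphaLISA after 16 hr, decreased signal indicating inhibition.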
KB-3-1 cytotox – KB-3-1 parental cell cytotoxicity | KB-3-1 viability, CellTiter-Glo ATP luminescence, 72 h | Potency, µM (series often up to 46.1 µM), without a hit: at the highest dose activity change, negative = cytotoxic, actives largely listed as cytotoxic | hit rate 1.4% among 400,000; note: potency is the fitted concentration of half-maximal effect; % is set by controls: 0 for no effect and ±100 for the full control effect; nearly all actives have a fitted effect of over 60% in size
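Here the drug-naive KB-3-1 line serves as comparator for MDR sub-line selectivity; cells received compound titrations, 72 h at 37 °C, then CellTiter-Glo readout.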
HT1080NT lethal – kills 2HG-producing HT-1080-NT fibrosarcoma cells; hit rate 1.6% among 360,000; HT-1080-NT fibrosarcoma viability, CellTiter-Glo ATP luminescence, 48 h; Potency, µM (doses to about 46.1 µM), for inactives: at the top dose activity, negative = less viability, actives largely listed as cytotoxic;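 note: NT is the 2HG producing partner of a matched IDH1 knockdown line; potency is the fitted concentration of half-maximal effect; 0% = DMSO-treated cells and -100% = media-only wells without cells; nearly all actives have a fitted effect of over 55% in size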
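A 48-hour cytotoxicity screen used HT-1080-NT cells plated 2 hours before compound delivery. ATP-based CellTiter-Glo luminescence measured viability, normalized to DMSO and no-cell controls.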
ATXN2 expr inh – inhibitors of ATXN2 expression; hit rate 0.72% among 360,000; HEK-293 ATXN2-luciferase reporter, luminescence, 24 h; Potency, µM (titrated, usually from 57 µM), inactives show top-dose activity change, negative = inhibition, actives largely listed as inhibitors; AID 1745845; note: potency is the fitted concentration of half-maximal effect; % is set by controls: 0 for no effect and ±100 for the full control effect; nearly all actives have a fitted effect of over 55% in size
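ATXN2-luciferase reporter cells (luciferase flanked by upstream and downstream ATXN2 gene portions) were treated 24 h at 37 °C with compounds at up to 57 uM. SteadyGlo luminescence gave expression; GF-AFC fluorescence gave viability.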
* = called active by the depositor; ? = inconclusive; · = no result given; [ ] = another dose, or the depositor's remark. Unless noted, calls come from the whole dose curve; as a rule, active = well fitted curve in the direction sought with a large enough effect; inconclusive = small, poorly fitted or top-dose-only effect, or another doubt; inactive = no such curve, though single readings can be large; an effect the other way counts as inactive or inconclusive.

1	O=C(Cc1cn2ccsc2n1)Nc1nc2c(s1)CN(Cc1ccccc1)CC2
2	O=C(CSc1nc2ccccc2o1)N1CCN(c2ccccc2)CC1
3	CC(=O)Nc1ccc(-c2cn3ccsc3n2)cc1
4	Cc1ccc(C)c(OCCC(=O)OCC(=O)NC(=O)NC2CCCC2)c1
5	O=C(O)c1ccc(Nc2nc(-c3ccccc3)nc3ccccc23)cc1
6	CC(=O)c1sc(N/N=C\c2c(O)ccc3ccccc23)nc1C
7	CCOc1cc(C2Nc3ccccc3C(=O)N2c2ccccc2)ccc1O (configuration not stated)
8	C[C@H](CO)N1C[C@H](C)[C@@H](CN(C)S(=O)(=O)c2cn(C)cn2)Oc2c(NS(=O)(=O)c3cn(C)cn3)cccc2C1=O

assay / entry,1,2,3,4,5,6,7,8
KB-V1 cytotox,0.0%,2.2%,-1.1%,9.5%,-8.4%,-5.1%,-2.2%,11.9%
MCF10A rerep,0.9%,1.1%,1.5%,0.7%,9.0%,?,-4.3%,1.4%
WRN inhibitor,-4.5%,-0.7%,-2.4%,-6.7%,-0.1%,-24.4%,-8.6%,-2.8%
HT1080 IDH1KD tx,2.8%,-13.7%,13.5%,7.2%,-16.4%,-24.0%,5.0%,11.1%
SW480 rereplic,-0.4%,-3.0%,-0.9%,-4.0%,-1.2%,3.26µM*,-10.6%,2.0%
IL1B secr inh,-19.6,3.1,6.5,13.7,10.2,74.3,-12.3,19.0
KB-3-1 cytotox,1.9%,?,8.4%,0.5%,-4.9%,?,10.6%,-4.3%
HT1080NT lethal,-0.6%,0.0%,10.8%,9.7%,-26.5%,?,0.4%,8.2%
ATXN2 expr inh,2.6%,0.0%,-31.0%,-2.3%,·,-34.3%,16.5%,0.4%

9	CC(C)C(Sc1nc(-c2ccccc2)cc(-c2ccccc2)c1C#N)C(=O)O (configuration not stated)
10	CCC(C)OC(=O)C1=C(C)NC2=C(C(=O)C(C(=O)OC)C(C)C2)C1c1ccc(N(C)C)cc1 (configuration not stated)
11	O=C(N/C(=C\c1ccc(F)cc1)C(=O)N1CCCCCC1)c1ccccc1
12	CC(C)[C@H](NC(=O)NCCc1ccccc1)C(=O)O
13	CCCCN(C(=O)CCN1C(=O)C2CC=CCC2C1=O)c1c(N)n(CCCC)c(=O)[nH]c1=O (configuration not stated)
14	CC(=O)Nc1ccc(S(=O)(=O)Nc2cccn(Cc3ccc(C)cc3)c2=O)cc1
15	CN(C)CCC1(c2ccccc2)CCN(C)C1=O (configuration not stated)
16	Cc1ccc(-n2c(SCC(=O)N3CCCc4ccccc43)nnc2-c2cccnc2)c(C)c1

assay / entry,9,10,11,12,13,14,15,16
KB-V1 cytotox,8.9%,?,?,?,12.7%,0.2%,14.0%,?
MCF10A rerep,?,6.6%,-0.6%,4.6%,2.8%,?,·,3.9%
WRN inhibitor,-8.4%,-4.2%,5.8%,3.2%,-2.7%,6.4%,2.6%,-23.2%[57.1 µM]
HT1080 IDH1KD tx,-20.9%,-20.0%,-0.2%,13.1%,-0.6%,-11.2%,-4.4%,0.4%
SW480 rereplic,-1.8%,13.1%,-4.3%,-6.8%,-9.3%,?,·,-8.6%
IL1B secr inh,40.0,-11.1,36.1,6.7,12.1,19.7,8.4,20.2
KB-3-1 cytotox,16.7%,0.1%,18.8%,19.7%,-0.7%,-2.6%,-25.8%,-2.4%
HT1080NT lethal,?,-2.6%,-10.4%,5.9%,-2.1%,-0.9%,-7.5%,5.8%
ATXN2 expr inh,-7.2%,-1.7%,-11.7%,-1.1%,2.2%,-6.5%,·,-13.0%[11.3 µM]

17	Cc1cc(C)nc(NNC2=CC(=[N+]3CCCC3)CCC2)n1
18	Cc1cc(=O)oc2cc(OCC(=O)N/N=C/c3cc([N+](=O)[O-])ccc3O)ccc12
19	CC(C)C(=O)Nc1cccc(C(=O)Nc2nnc(C(C)(C)C)s2)c1
20	C=CCSc1ncccc1C(=O)NCc1ccccc1
21	COCCNC(=S)N1CCC(C(=O)c2ccc(C)cc2)CC1
22	C=CCOc1ccccc1NC(=O)CN1C(=O)CNC1=O
23	CCOC(=O)C1(CCOC)CCN(C(=O)Cc2ccc3ccccc3c2)CC1
24	NS(=O)(=O)c1ccc(CCNC(=O)C2CCC(CNS(=O)(=O)c3ccc(Br)s3)CC2)cc1 (configuration not stated)

assay / entry,17,18,19,20,21,22,23,24
KB-V1 cytotox,-13.4%,15.4%,?,-30.5%,0.2%,0.0%,0.0%,7.8%
MCF10A rerep,2.8%,6.6%,3.7%,-6.2%,11.6%,-2.3%,?,1.7%
WRN inhibitor,21.4%,-1.4%,-1.4%,6.2%,-3.1%,-2.6%,9.7%,-2.6%
HT1080 IDH1KD tx,-4.6%,-7.5%,-1.7%,1.4%,0.9%,7.2%,-17.1%,-27.2%
SW480 rereplic,-1.1%,?,0.8%,-2.5%,5.1%,-3.2%,8.0%,-9.1%
IL1B secr inh,-9.6,0.0,-4.4,-1.4,11.3,6.1,0.4,0.0
KB-3-1 cytotox,5.3%,6.0%,6.8%,1.3%,-0.4%,43.8%,-16.5%,-21.1%
HT1080NT lethal,-1.2%,-1.0%,6.1%,-4.2%,-2.1%,16.5%,-12.0%,?
ATXN2 expr inh,-11.8%,?,31.6%[activator],0.6%,-19.6%,3.8%,0.0%,-23.5%

25	O=C(NCc1ccco1)/C(=C\C=C\c1ccccc1)NC(=O)c1ccco1
26	CCOC(=O)NC(=O)COC(=O)CCCc1nc2ccccc2s1
27	OCCCNc1nccc(-c2cc(Nc3cccc(Cl)c3)ncn2)n1
28	Cc1nc(C/C(=N\N)c2ccc(O)cc2O)cs1
29	COCCNC(=O)c1ccc(Cn2c(SCC(=O)NCC3CCCO3)nc3ccc(Br)cc3c2=O)cc1 (configuration not stated)
30	CCSc1nnc(SCC(=O)NC2CCCCC2)s1
31	CCOC(=O)c1ccc(NC(=O)COc2ccccc2CNC2CCCC2)cc1
32	Cc1ccc(-n2nnnc2SCC(=O)c2cc(C)n(-c3cc(C)on3)c2C)cc1

assay / entry,25,26,27,28,29,30,31,32
KB-V1 cytotox,-2.4%,2.5%,?,0.4%,19.5%,9.5%,?,-0.4%
MCF10A rerep,-0.3%,1.0%,?,1.2%,-4.0%,-5.4%,4.7%,-4.5%
WRN inhibitor,-4.4%,-28.6%,-5.2%,-0.8%,4.8%,3.7%,-4.2%,-2.9%[57.1 µM]
HT1080 IDH1KD tx,-2.0%,18.5%,-29.6%,-14.3%,-0.6%,-6.6%,23.1µM*,-15.5%[9.24 µM]
SW480 rereplic,-2.4%,5.6%,?,1.3%,-2.8%,11.1%,3.8%,-2.2%
IL1B secr inh,-15.4,2.0,-1.3,30.6,-27.6,-1.5,-85.8*,11.6
KB-3-1 cytotox,6.8%,2.2%,?,10.9%,16.5%,?,?,-5.2%
HT1080NT lethal,-1.2%,14.2%,-8.9%,-3.4%,-9.2%,2.3%,23.1µM*,-17.9%
ATXN2 expr inh,-4.1%,-3.4%,?,-19.1%,7.7%,-10.6%,?,4.5%

33	CCN(C[C@H]1N[C@@](CC)(C(=O)OC)[C@H]2C(=O)N(C)C(=O)[C@@H]12)C(=O)NC(C)C
34	CC1CC(=O)NN=C1c1ccc(N(C)C)c([N+](=O)[O-])c1 (configuration not stated)
35	COc1cc(Nc2c3c(nc4ccccc24)CCCC3)cc(OC)c1OC
36	CC(C)N1CCN(Cc2ccc3c(c2)Cc2ccccc2-3)CC1CCO (configuration not stated)
37	CSc1ccccc1NC(=O)Nc1cccc(F)c1
38	CC(C)NC(=O)c1nn(C)c2ccccc12
39	CN1CCN([C@@H]2CS(=O)(=O)N[C@H]2COCc2ccccc2)CC1
40	Cc1ccccc1CN1CCC(CNC(=O)C2CCCN(c3ncnc4c3nc3n4CCCCC3)C2)CC1 (configuration not stated)
41	CCCCc1ncc(CN2CCC(n3nccc3NC(=O)C(OC)c3ccccc3)CC2)[nH]1 (configuration not stated)
42	Cc1csc(NC(=O)CSc2nncn2C)n1

assay / entry,33,34,35,36,37,38,39,40,41,42
KB-V1 cytotox,0.0%,?,-16.0%,-16.4%,?,-4.8%,16.3%,?,10.7%,-4.1%
MCF10A rerep,-4.9%,4.6%,0.2%,8.1%,?,-69.4%[inhibitor],·,2.0%,-31.4%,6.7%
WRN inhibitor,-5.8%,-12.0%,0.8%,-6.6%,-1.1%,5.5%,4.2%,6.6%,2.9%,-8.3%
HT1080 IDH1KD tx,0.9%,-0.3%,?,?,-2.5%,13.0%,11.4%,?,11.0%,-0.4%[9.24 µM]
SW480 rereplic,-16.8%[9.22 µM],-2.8%,-0.5%,0.3%,-2.7%,-32.3%[inhibitor],·,6.2%,0.9%,-2.2%
IL1B secr inh,-7.4,7.5,?,-10.9,0.0,-28.7,24.5,-85.6*,4.1,29.0
KB-3-1 cytotox,4.8%,-24.3%,?,-4.5%,2.9%,11.9%,0.1%,-7.3%,11.6%,-1.8%
HT1080NT lethal,1.5%,-3.5%,?,?,-18.4%,11.5%,12.5%,?,7.8%,14.5%
ATXN2 expr inh,5.9%,4.9%,34.7%,·,8.3%,7.9%,9.1%,-13.4%,6.5%,9.2%

Gathered by group, the compounds so far with a nitro group on carbon
18	Cc1cc(=O)oc2cc(OCC(=O)N/N=C/c3cc([N+](=O)[O-])ccc3O)ccc12
34	CC1CC(=O)NN=C1c1ccc(N(C)C)c([N+](=O)[O-])c1 (configuration not stated)

assay / entry,18,34
KB-V1 cytotox,15.4%,?
MCF10A rerep,6.6%,4.6%
WRN inhibitor,-1.4%,-12.0%
HT1080 IDH1KD tx,-7.5%,-0.3%
SW480 rereplic,?,-2.8%
IL1B secr inh,0.0,7.5
KB-3-1 cytotox,6.0%,-24.3%
HT1080NT lethal,-1.0%,-3.5%
ATXN2 expr inh,?,4.9%

High-throughput results from PubChem.
